From PubChem BioAssay
NCI-60 one-dose screen, 48 h, at 10 µM unless noted. Numbers give growth in % (100 = growth as untreated, 0 = no growth, -100 = all killed).
HT29 – HT29 colon cancer; 81,000 compounds, 7.4% hits
PC-3 – PC-3 prostate cancer cells; 80,000 compounds, 3.9% hits; AID 1794754
SW-620 – SW-620 colon cancer; AID 1794795; 82,000 compounds, 5.2% hits
SNB-75 – SNB-75 CNS cancer; 79,000 compounds, 5% hits
SF-539 – SF-539 CNS cancer; 81,000 compounds, 6.8% hits; AID 1794752
SNB-19 – SNB-19 CNS cancer cells; 81,000 compounds, 2.5% hits; AID 1794751
HCC-2998 – HCC-2998 colon cancer; 79,000 compounds, 4.7% hits; AID 1794799
DU-145 – DU-145 prostate cancer | 81,000 compounds, 4.2% hits | AID 1794760
KM12 – KM12 colon cancer cells. 82,000 compounds, 5% hits
Numbers without * were called inactive; . = not tested or not shown; & = joins results of further samples. Rule for the calls: active = growth percent below 10; inactive = the rest.

mol	HT29	PC-3	SW-620	SNB-75	SF-539	SNB-19	HCC-2998	DU-145	KM12
COc1ccc(NC(=O)Nc2ccccc2CNc2nc(Nc3ccc(OCCN4CCCC4)cc3)ncc2Cl)cc1	3.1*	23	2.1*	-48*	-84*	34	16	18	0.9*
O=C(Nc1nccs1)c1ccc(N=Cc2c(O)[nH]c3ccccc23)cc1	103	90	101	87	96	108	107	111	101
CCC1(c2ccccc2)C(=O)Nc2cccc(Br)c21 (centres undefined)	91	88	104	86	104	96	102	115	106
Oc1ccc(N=Nc2ccc(Br)cc2)c(O)c1	93	17	19	.	-19*	38	34	-12*	8.4*
C/C(Cc1ccc(Cl)cc1)=C(\c1ccc(OCCN2CCOCC2)cc1)c1ccc(OC(=O)c2ccccc2)cc1	62	70	86	87	94	98	94	96	87
Cc1ccc(C)c(/C=C2\CN(C(=O)OC(C)(C)C)C/C(=C\c3cc(C)ccc3C)C2=O)c1	9.9*	47	19	79	95	60	52	38	17
CCCCC1C(=O)N=C2C=CC=CN2C1=O (centres undefined)	103	97	103	93	100	95	111	110	102
CC(=O)OCCCCCC[n+]1ccc(SCC(=O)n2ccc3ccccc32)c2ccccc21	103	93	101	111	90	102	110	109	102
C=CCn1c(C)nc2cc(Nc3nc(Nc4ccc5nc(C)n(CC=C)c5c4)c4ccccc4n3)ccc21	-69*	-92*	-76*	-97*	-96*	-66*	-96*	-96*	-93*
OC[C@H]1O[C@@H](O[C@H]2[C@H](O)[C@@H](O)[C@@H](O)O[C@@H]2CO)[C@H](O)[C@@H](O)[C@H]1O	107	95	104	92	104	104	106	117	104
Cc1ccc(S(=O)(=O)NC(CCC(N)=O)C(=O)O)cc1 (centres undefined)	106	97	109	97	107	108	107	106	105
COc1ccc(-c2nc(SCC(C)C)nc(N/N=C(/C)c3ccc(Br)cc3)c2C#N)cc1	100	76	92	77	75	83	100	94	77
CCOC(=O)C1=C(C)NC(=O)NC1c1c(Cl)n(CCCl)c2ccccc12 (centres undefined)	107	92	97	85	97	100	96	107	97
FC(F)(F)c1ccc(-c2cnc(Br)nc2NC2CCCCCC2)cc1	22	5.8*	28	63	82	43	72	75	25
Cc1ccc(S(=O)(=O)OCCCCl)cc1	95	96	105	123	98	105	100	105	103
C#CCOc1ccc(/C=N/Nc2nc(-c3cc4cc(Br)ccc4oc3=O)cs2)cc1OC	36	74	78	84	25	50	40	69	51
COc1cccc(OC)c1[N+](=O)[O-]	110	99	101	74	102	108	115	110	101
CCOC(=O)c1c(N2CCN(C)CC2)[nH]c(=O)c(C=Nc2cc(Cl)cc(Cl)c2)c1O	105	99	128	94	98	112	106	129	117
CC(=O)NC1=NC(=O)/C(=C/c2ccc3c(c2)OCO3)N1C	98	81	99	86	99	96	101	109	95
COc1cc(-c2nnc(SCC(=O)N3CCN(c4cc5c(cc4F)c(=O)c(C(=O)O)cn5C4CC4)CC3)o2)cc(OC)c1OC	91	62	108	92	100	99	110	104	98

Some of the entries so far, field by field.
CCCCC1C(=O)N=C2C=CC=CN2C1=O (centres undefined)
  HT29: 103; PC-3: 97; SW-620: 103; SNB-75: 93; SF-539: 100; SNB-19: 95; HCC-2998: 111; DU-145: 110; KM12: 102

CCOC(=O)C1=C(C)NC(=O)NC1c1c(Cl)n(CCCl)c2ccccc12 (centres undefined)
  HT29: 107; PC-3: 92; SW-620: 97; SNB-75: 85; SF-539: 97; SNB-19: 100; HCC-2998: 96; DU-145: 107; KM12: 97

OC[C@H]1O[C@@H](O[C@H]2[C@H](O)[C@@H](O)[C@@H](O)O[C@@H]2CO)[C@H](O)[C@@H](O)[C@H]1O
  HT29: 107; PC-3: 95; SW-620: 104; SNB-75: 92; SF-539: 104; SNB-19: 104; HCC-2998: 106; DU-145: 117; KM12: 104

Oc1ccc(N=Nc2ccc(Br)cc2)c(O)c1
  HT29: 93; PC-3: 17; SW-620: 19; SNB-75: .; SF-539: -19*; SNB-19: 38; HCC-2998: 34; DU-145: -12*; KM12: 8.4*

Later entries
mol	HT29	PC-3	SW-620	SNB-75	SF-539	SNB-19	HCC-2998	DU-145	KM12
O=C(CN1C(=O)NC2NC(=O)NC21)N/N=C/c1ccccc1[N+](=O)[O-] (centres undefined)	112	101	105	83	95	97	118	113	104
COc1cc(CNc2nnc(C)c(C)n2)ccc1O	103	96	105	86	101	96	101	110	106
N#Cc1nn(-c2ccccc2)nc1N1CCOCC1	104	96	99	69	95	99	107	103	99
Nc1ccc(C(=O)Nc2ccc(NC(=O)c3ccco3)c(O)c2)cc1	101	98	105	115	92	98	107	109	113
O=C(COc1c(Cl)c(Cl)c(Cl)c(Cl)c1Cl)Nc1cccc(Cl)c1	90	60	95	89	100	94	84	104	104
C[N+]1(Cc2ccc(C[N+]3(C)CCCCCC3)cc2)CCCCCC1	113	93	105	104	103	109	95	105	106
Nc1ccccc1Nc1ccccc1	97&118	92&88	112&106	91&106	79&95	105&98	96&99	93&100	80&86
O=C1CC(c2nc3ccccc3s2)CN1c1ccc(Cl)cc1 (centres undefined)	93	89	97	77	91	95	100	104	95
CCC(CC)O[C@@H]1C=C(C(=O)OC)C[C@H](N)[C@H]1NC(C)=O	89	85	115	110	111	96	108	117	109
O=c1[nH]nc2c(Cc3ccccc3)nc3ccccc3n12	106	92	97	90	107	114	107	112	108
CC(/C=C1\SC(=S)N(CC(=O)NCC(=O)O)C1=O)=C\c1ccccc1	116	.	103	93	105	96	107	110	105
CCN(CC)C(=S)SSC(=S)N(CC)CC	94&69	108&68	109&77	93&73	93&91	97&85	102&92	109&83	98&89
NS(=O)(=O)c1ccc(N=C2NC(=O)/C(=C/c3cc4ccccc4nc3Cl)S2)cc1	108	101	111	119	105	102	107	120	107
S=c1nc[nH]c2c1ncn2C1CCCC1	109	100	103	91	104	102	.	123	116
COc1cc(OCc2cccc(-c3ccc(C(O)c4nccs4)cc3)c2C)cc(OC)c1C=O (centres undefined)	49	52	56	70	69	70	74	54	71
COc1cc(-c2nn(C(=O)NS(=O)(=O)c3cccc(Br)c3)cc2-c2ccncc2)ccc1Cl	37	84	117	30	65	106	90	86	97
O=C(CCc1nnc(Cn2cnc3nc[nH]c3c2=O)o1)c1nc2ccccc2[nH]1	.	.	103	96	93	93	105	111	104
O=c1c2cc3c(cc2nc(C(F)(F)F)n1CCc1c[nH]c2ccccc12)OCO3	93	82	93	90	101	94	104	88	87
NCc1ccccc1CC(=O)NC1C(=O)N2C(C(=O)O)=C(CSc3nnnn3CC(=O)O)CSC12 (centres undefined)	107	83	104	96	98	109	135	110	116
CCCCC[n+]1ccc(SCC(=O)n2ccc3ccccc32)c2ccccc21	89	77	97	88	96	100	86	105	97

Following part
mol	HT29	PC-3	SW-620	SNB-75	SF-539	SNB-19	HCC-2998	DU-145	KM12
c1ccc2c(c1)NCCN2	104	90	106	80	110	99	112	107	106
CC1=C(C)C(=O)C(Nc2ccc(C)cc2)=C(Br)C1=O	108	88	103	89	100	101	104	106	104
c1ccc(CNc2ncnc3ccc(-c4cnc5[nH]ncc5c4)cc23)cc1	71	70	73	55	70	73	84	50	85
O=C(Cc1ccc([N+](=O)[O-])cc1)OCC#CCOC(=O)Cc1ccc([N+](=O)[O-])cc1	101	82	98	102	109	96	95	111	105
C[C@H]1C(=O)N(Cc2cccnc2)[C@@H](C)C(=O)N1Cc1cccnc1	84	82	103	94	102	99	95	106	100
CN(C)c1ccc(N=Nc2nccs2)cc1	104	95	99	85	99	.	.	108	93
CS(=O)CC(=N\N)/C(CS(C)=O)=N/N (centres undefined)	116	94	113	89	103	102	110	114	105
CCCCCCCCn1cc2c(Nc3cccc(Br)c3)ncnc2n1	109	104	98	100	101	88	131	106	102
CC1Nc2nc(N)[nH]c(=O)c2NC1C (centres undefined)	105	94	100	131	89	99	102	101	102
CN1CCN(c2ccc3nc(/N=C/c4ccc5sc(-c6ccc(Cl)cc6)nc5c4)sc3c2)CC1	97	104	109	107	98	101	102	106	102
O=C(C[n+]1ccncc1)c1ccc(I)cc1	92	79	97	103	104	98	101	111	101
CC(C(N)=O)c1ccccc1 (centres undefined)	105	97	100	94	94	.	118	108	109
Cc1ccc2c(c1)C(=O)CCS2	103	101	97	81	87	111	100	107	108
CC/C(=C(\c1ccc(Cl)cc1)c1ccc(OCCN2CCCCC2)cc1)c1ccc(O)cc1	-37*	30	-36*	40	50	61	38	40	17
Cc1ccc(-n2nnc(C(=O)NCC(=O)Nc3ccccc3)c2C)cc1	110	95	104	98	101	100	109	112	99
CN1C[C@@H](c2cccc(Cl)c2)[C@]2(NC(=S)N(C3CC3)C2=O)[C@@]12C(=O)NC1C=CC(Cl)=C[C@H]12 (some centres undefined)	73	56	99	92	107	101	100	97	95
COC(=O)Cc1cccc2ccccc12	110	101	107	98	107	100	100	106	108
O=S(=O)(Nc1ccc(Cl)nn1)c1ccc(Nc2nc3ccccc3s2)cc1	118	103	102	113	106	97	104	117	100
COc1ccc(-c2cc(C(=O)N=Nc3c(O)[nH]c4ccc(Br)cc34)c3ccccc3n2)cc1	-1.1*	23	-60*	108	32	-3.5*	23	20	23
c1n[nH]cc1-c1nc2ccc3[nH]ncc3c2c2c1CC1(CC2)COC1	52	53	8.9*	-6.0*	27	47	60	63	57

(further entries)
mol	HT29	PC-3	SW-620	SNB-75	SF-539	SNB-19	HCC-2998	DU-145	KM12
CC(=O)CC(=O)NC1CCCC1	92	81	104	83	92	105	105	114	102
COc1cc(-c2ccc(/C=N/NC(=O)c3[nH]c4ccc(Br)cc4c3-c3ccccc3)s2)cc(OC)c1OC	94	76	.	66	6.5*	64	101	86	82
CCC1=Cc2cccc(OC)c2OC12C=Cc1cccc(OC)c1O2 (centres undefined)	104	86	112	65	97	106	104	105	97
NS(=O)(=O)c1ccc(CCN=C=S)cc1	15	47	-23*	29	37	74	81	6.9*	8.4*
COCC(=O)O	105	101	101	97	97	108	105	101	104
C/C(=N/O)c1ccc(N2C(=O)C3CC=CCC3C2=O)cc1 (centres undefined)	102	100	105	92	94	99	96	116	104
C/C(=C(\c1ccc(OCCCN(C)C)cc1)c1ccc(OC(=O)Cc2ccccc2)cc1)c1ccc(Cl)cc1	4.6*	76	85	77	82	90	74	81	67
CC1=C(C)C(=O)C(N2CCCC(C)C2)=CC1=O (centres undefined)	109	80	111	113	101	94	117	108	99
CCCCCCCCC(=O)Nc1ccc(O)cc1	94	83	103	77	89	112	84	103	91
Cc1cc2c(c(C)c1Cl)C(=O)/C(=C/c1ccc([N+](=O)[O-])cc1)O2	90	101	94	88	99	101	103	104	100
O=[N+]([O-])c1ccccc1/C=C/C=N/N=C/c1ccccc1O	96	86	96	92	108	97	101	110	97
COc1cc([C@@H]2NC(=O)c3ccccc3N2)ccc1OCCCCCOc1cc(C2CC(c3cc(OC)c(OC)c(OC)c3)=NO2)ccc1OC (some centres undefined)	100	106	93	110	96	94	20	101	100
OCCCc1ccc(Cl)cc1	107	97	97	83	98	104	101	107	101
O=c1[nH]cnc2ccccc12	100	107	106	81	110	103	116	125	123
Cc1oc(-c2ccccc2)cc1C(=O)Nc1ccc(F)cc1	101	93	100	84	95	101	104	112	87
Cc1cc(CNc2nc3ccc(OC/C(=C/F)CN)cc3o2)cc(C)n1	110	102	99	51	96	97	116	96	102
Cc1c(N=O)cc(C(C)C)c(O)c1I	94	99	110	94	97	111	102	100	107
CCCCNc1cc(=O)[nH]c(N)n1	106	99	96	97	97	100	116	106	102
Nc1ccc2c(c1)Cc1cc(NC(=O)C(F)(F)F)ccc1-2	91	99	105	99	98	101	105	99	98
O=C(O)CCCc1cn(Cc2cn(CC(=O)Nc3cc(Cl)c(Cl)cc3Cl)nn2)c2ccccc12	96	97	95	80	91	96	107	109	94

Of the compounds above, these contain a CF3 group.
mol	HT29	PC-3	SW-620	SNB-75	SF-539	SNB-19	HCC-2998	DU-145	KM12
FC(F)(F)c1ccc(-c2cnc(Br)nc2NC2CCCCCC2)cc1	22	5.8*	28	63	82	43	72	75	25
O=c1c2cc3c(cc2nc(C(F)(F)F)n1CCc1c[nH]c2ccccc12)OCO3	93	82	93	90	101	94	104	88	87
Nc1ccc2c(c1)Cc1cc(NC(=O)C(F)(F)F)ccc1-2	91	99	105	99	98	101	105	99	98

Additional records follow.
mol	HT29	PC-3	SW-620	SNB-75	SF-539	SNB-19	HCC-2998	DU-145	KM12
O=C(NCn1c(=O)[nH]c2ccccc2c1=O)Nc1ccccc1	113	94	98	84	94	96	109	104	98
COc1ccc(Cn2cncc2-c2c[nH]c3cc(F)ccc23)cc1	82	78	89	44	94	87	97	101	98
O=C(c1ccncc1)N1N=C(c2ccc(Cl)cc2)C[C@H]1c1cn(-c2ccccc2)nc1-c1ccccc1	104	79	101	73	81	89	92	100	86
COc1ccc(/C=C/c2c(C(=O)/C=C/c3ccc(F)cc3)c(C)nc3ccccc23)cc1	24	42	16	52	81	61	35	36	58
BrC1(Br)CC1c1ccccc1 (centres undefined)	108	101	96	87	97	103	108	.	.
COC(=O)c1ccc2c(c1)n(Cc1ccc3ccccc3c1)c[n+]2Cc1ccc2ccccc2c1	10	30	38	60	66	33	34	73	-8.7*
CS(=O)(=O)NCCNc1cc(-c2ccc(C(F)(F)F)cc2)c(C#N)c2nc3ccccc3n12	76	65	107	60	67	66	83	83	95
CC(C)(C)n1cc(-c2ccnc(NCCCNS(=O)(=O)c3cccc(F)c3)c2)c(-c2cccc(F)c2)n1	25	48	61	64	68	94	66	88	66
N#Cc1nc(-c2ccc(F)cc2)oc1S(=O)(=O)N1CCCCC1	32	92	-72*	92	73	97	105	99	99
O=C(Nc1ccc(SC(F)(F)F)cc1)Nc1ccc(Cl)c(Cl)c1	63	84	102	106	93	97	92	94	83
O=C1OC(c2ccc(O)cc2)(c2ccc(O)cc2)c2ccccc21	115&101	61&94	99&108	95&108	105	97	105&99	105&111	100&107

Not a hit list; about 11% have a hit in one of these screens.
